Compound activity as filed in PubChem.
RAD54 inh: RAD54 (human) branch migration inhibition | AID 602329 | inhibition, % at 10.4 µM | 0.14% of 360,000 active | RAD54 Holliday junction branch migration, FAM/BHQ fluorescence;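 active = mean normalized replicate activity at least 40 and at least half of replicates scoring 40 or more; inconclusive = only one of the two criteria met; inactive = mean below 40 and under half of replicates reaching 40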;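 note: 0% = median of neutral control wells and 100% = median of positive control wells; inhibitors cause a drop in the FAM fluorescence signal; in these data hits start at about 50%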
Xi reactivation: reactivates the inactive X chromosome in mouse fibroblasts; XiGFP mouse fibroblasts, % GFP-positive cells imaging, 3 d; cells co-treated with 5-aza-dC sensitizer; scaled so ellipticine positive control = 100%; AID 743238; activation, % at 7.58 µM; 0.055% of 360,000 active;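 active = mean normalized replicate activation at least 10% and every replicate at or above 10%; inconclusive = only one of the two criteria met; inactive = mean below 10% and not all replicates reach 10%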;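 note: 0% = median of on-plate neutral control wells and 100% = ellipticine 6 µM median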
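System: SV40-immortalized XiGFP fibroblast cells, line 68-5-11 / Incubation: 3-day compound exposure, then 15 min fixation at room temperature / Compound: single concentration per compound, delivered by pin transfer / Buffer or medium: DMEM plus 5-aza-dC sensitizer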
Casp6 inh: caspase-6 (human) enzyme inhibition | P55212 | purified caspase-6, Z-VEID-R110 cleavage fluorescence | inhibition, % at 12.5 µM | 0.53% of 350,000 active | AID 686996;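 active = mean inhibition across replicates at least about 35%, with every replicate also reaching that limit, limit read from the data; inconclusive = only one of the two criteria met; inactive = neither criterion met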;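 note: 0% = median of neutral control wells and 100% = no fluorescence left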
Target sequence (P55212 24-179 limits assumed): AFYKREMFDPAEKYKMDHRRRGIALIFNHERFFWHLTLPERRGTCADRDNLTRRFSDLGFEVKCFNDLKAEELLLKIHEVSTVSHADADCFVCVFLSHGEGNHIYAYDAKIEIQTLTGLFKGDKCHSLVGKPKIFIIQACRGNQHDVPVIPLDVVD
Target sequence (P55212 194-293 limits assumed): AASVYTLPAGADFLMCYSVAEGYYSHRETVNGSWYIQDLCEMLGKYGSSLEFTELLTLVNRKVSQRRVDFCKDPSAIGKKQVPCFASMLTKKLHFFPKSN
F508del corr: correctors of CFTR F508del function in bronchial epithelial cells; 0.36% of 350,000 active; AID 720511; activity (quench increase), % at 7.58 µM; CFBE cells, YFP halide quenching; stimulated with forskolin plus potentiator P3; % fluorescence drop versus neutral controls;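 active = mean added fluorescence quench of at least 8% versus neutral control, with both replicates also reaching 8%; inconclusive = only one of the mean or replicate conditions met; inactive = mean below 8% and not both replicates reaching 8%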;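 note: cells transiently co-express mutant CFTR-F508del with the halide-sensitive YFP; corrector assay measuring rescue of mutant channel to the surface after 24 h compound exposure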
E-selectin induc: induces E-selectin expression in human endothelial cells. P16581. HUVEC E-selectin immunofluorescence imaging; normalized: neutral wells 0, TNF-alpha wells 100. activation, % at 7.58 µM. 0.37% of 260,000 active;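 active = mean E-selectin-positive cell signal at least 10% of the positive control, reached in at least 60% of replicates, without over 20% cell loss; inconclusive = no rule given, readout overlaps actives, possibly toxicity-flagged; inactive = the rest, including those meeting only one limit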;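 note: in these data hits start at about 27%; measured in HUVEC primary endothelial cells; signal is the percent of cells scored E-selectin positive by PE staining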
Target sequence (P16581 whole entry, looked up): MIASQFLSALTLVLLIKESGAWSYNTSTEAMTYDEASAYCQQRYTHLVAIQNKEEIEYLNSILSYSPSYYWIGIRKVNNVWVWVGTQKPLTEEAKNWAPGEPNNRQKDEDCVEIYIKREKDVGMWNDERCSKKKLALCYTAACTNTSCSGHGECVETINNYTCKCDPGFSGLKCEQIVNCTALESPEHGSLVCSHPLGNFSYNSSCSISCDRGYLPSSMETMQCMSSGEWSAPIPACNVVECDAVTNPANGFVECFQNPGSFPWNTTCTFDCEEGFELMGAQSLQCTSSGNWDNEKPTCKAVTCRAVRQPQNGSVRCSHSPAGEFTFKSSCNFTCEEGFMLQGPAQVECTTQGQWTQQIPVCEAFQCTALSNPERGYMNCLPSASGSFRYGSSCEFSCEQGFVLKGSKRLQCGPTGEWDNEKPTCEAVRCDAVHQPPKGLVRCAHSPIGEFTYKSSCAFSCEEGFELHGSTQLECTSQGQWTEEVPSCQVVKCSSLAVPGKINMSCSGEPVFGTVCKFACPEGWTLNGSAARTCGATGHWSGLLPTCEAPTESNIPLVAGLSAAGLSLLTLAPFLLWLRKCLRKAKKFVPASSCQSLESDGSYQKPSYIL
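Read-out: % PE-positive cells | Test system: HUVEC | Doses: One compound dose added by pin transfer | Buffer or medium: EGM-2 over gelatin coat | Signal: Immunofluorescence imaging | Benchmarks: TNF-alpha, DMSO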
GSIS activator: GLuc luminescence reporter in INS-1E cells, primary screen for activators of glucose-dependent secretion of insulin. AID 743287. 0.61% of 370,000 active. INS-1E GLuc reporter insulin secretion, 2-3 h. activation, % at 16.6 µM;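 active = lowest replicate activation of at least 40%, so every replicate reaches that level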;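 note: 0% = median of neutral control wells and 100% = median of IBMX positive control wells; some compounds called inactive have numbers as strong as hits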
DENV2 CPE: DENV2-induced cell death inhibition | DENV2-infected cells, cytopathic effect rescue, plate reader | CPE inhibition, % at 9.99 µM | 1.7% of 350,000 active | AID 651640; in the data active = CPE inhibition above about 20%, passing the limit was not always enough; inconclusive = no clear call, values can overlap the other calls; tested in BHK-21 cells;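 note: 0% = median of neutral control wells and 100% = median of positive control wells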
RAD52 anneal inh: inhibitors of human RAD52 DNA annealing; recombinant RAD52 DNA annealing, FRET fluorescence; inhibition, % at 18.7 µM; 0.46% of 360,000 active; AID 651710;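 active = every replicate showing at least 50% inhibition; inconclusive = mean inhibition at least 50% but not in every replicate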
* hit, by the source's call; ? = inconclusive; · = no result given.

SMILES	RAD54 inh	Xi reactivation	Casp6 inh	F508del corr	E-selectin induc	GSIS activator	DENV2 CPE	RAD52 anneal inh
COc1ccc(S(=O)(=O)N(C)C[C@@H]2Oc3cc(C4=CCCC4)ccc3S(=O)(=O)N([C@H](C)CO)C[C@@H]2C)cc1	-4	0.1	-2	-1.5	0.1	-3	-4	5
CC(C)OCCCNc1nc(Cl)nc2c1cnn2C	7	0.2	-1	-4.0	-1.0	16	8	-36
Cn1cnc(S(=O)(=O)N2CC[C@@H]3[C@H](CO)Nc4ccc(C5=CCCCC5)cc4[C@@H]32)c1	3	0.2	0	6.0	0.5	5	3	-9
CC(C)c1ccc(Nc2nc(Cl)nc(NCc3ccco3)n2)cc1	-5	-0.2	6	2.0	0.0	9	4	-10
Cc1noc(C)c1S(=O)(=O)Nc1ccc2c(c1)C(=O)N([C@H](C)CO)C[C@@H](C)[C@@H](CN(C)Cc1ccccc1)O2	-1	0.2	-1	1.6	0.5	-4	-2	18
COC(=O)c1c(NC(=O)CSc2nnc3ccccn23)sc2c1CCC2	-8	0.1	1	-0.9	·	4	-4	-36
O=C(C[C@H]1CC[C@@H]2[C@H](COC[C@H](O)CN2C(=O)c2ccccc2F)O1)N1CCCCC1	-7	0.0	8	-2.6	0.1	29	2	8
COc1ccc(S(=O)(=O)N(C)C[C@H]2Oc3ccc(NC(=O)C4CC4)cc3C(=O)N([C@@H](C)CO)C[C@@H]2C)cc1	-17	0.0	-7	0.5	0.1	15	?	24
Nc1ncnc(Oc2ccccc2F)c1[N+](=O)[O-]	-4	0.0	3	-3.1	·	8	-1	-2
N#Cc1c(-c2ccc(F)cc2)c2c([nH]c1=O)-c1ccccc1OC2	10	0.0	0	-1.1	·	·	1	-2
O=C(CC1SC(=O)NC1=O)Nc1ccc(Cl)cc1 (stereo not drawn)	-33	0.0	0	-4.5	·	-3	5	-13
CC(C)C#Cc1cnc2c(c1)C(=O)N([C@H](C)CO)C[C@H](C)[C@H](CN(C)C(=O)c1cccc(F)c1)O2	1	0.0	1	2.2	0.0	2	-6	0
COc1ccccc1C1CCN(Cc2ccccc2Cl)CC1	0	0.0	-2	-2.0	-0.2	24	8	-30
CO[C@H]1CN(C)C(=O)c2ccc(NC(C)=O)cc2OC[C@@H](C)N(S(C)(=O)=O)C[C@@H]1C	-9	0.4	1	·	-0.2	-13	1	-9
C[C@@H]1CN([C@H](C)CO)S(=O)(=O)c2ccc(-c3cccc(C#N)c3)cc2O[C@@H]1CN(C)C(=O)Nc1cc(F)ccc1F	0	-0.4	-2	1.5	-0.4	-10	0	3
C[C@H](CO)N1C[C@H](C)[C@@H](CN(C)C(=O)[C@H](Cc2ccccc2)N(C)C)OCc2ccccc2-c2ccccc2C1=O	-5	0.1	1	1.1	-0.2	13	2	-3
COc1ccc(NC(=O)Nc2ccc3c(c2)CC(=O)N([C@@H](C)CO)C[C@H](C)[C@@H](CN(C)S(=O)(=O)c2ccc(C)cc2)O3)cc1	·	0.1	-7	-3.8	0.1	3	-2	7
C[C@H](CO)N1C[C@H](C)[C@H](CN(C)CC2CCOCC2)Oc2ncc(C#Cc3cccc(F)c3)cc2C1=O	6	-0.8	1	-0.4	-0.1	4	6	15
O=C(Nc1cccc(S(=O)(=O)N2CCCC2)c1)[C@H]1C[C@H](O)[C@@H](CO)O1	6	0.1	-3	0.4	0.0	9	-12	-5
O=C(COC(=O)Cc1cccc(C(F)(F)F)c1)Nc1ccc2[nH]c(=O)[nH]c2c1	·	-0.1	-1	0.7	0.0	13	-1	7

Rewritten with two lines to a compound: part of the list above.
The line under a structure holds: RAD54 inh | Xi reactivation | Casp6 inh | F508del corr | E-selectin induc | GSIS activator | DENV2 CPE | RAD52 anneal inh
COc1ccc(S(=O)(=O)N(C)C[C@@H]2Oc3cc(C4=CCCC4)ccc3S(=O)(=O)N([C@H](C)CO)C[C@@H]2C)cc1
→ -4 | 0.1 | -2 | -1.5 | 0.1 | -3 | -4 | 5
CC(C)OCCCNc1nc(Cl)nc2c1cnn2C
→ 7 | 0.2 | -1 | -4.0 | -1.0 | 16 | 8 | -36
Cn1cnc(S(=O)(=O)N2CC[C@@H]3[C@H](CO)Nc4ccc(C5=CCCCC5)cc4[C@@H]32)c1
→ 3 | 0.2 | 0 | 6.0 | 0.5 | 5 | 3 | -9
CC(C)c1ccc(Nc2nc(Cl)nc(NCc3ccco3)n2)cc1
→ -5 | -0.2 | 6 | 2.0 | 0.0 | 9 | 4 | -10
Cc1noc(C)c1S(=O)(=O)Nc1ccc2c(c1)C(=O)N([C@H](C)CO)C[C@@H](C)[C@@H](CN(C)Cc1ccccc1)O2
→ -1 | 0.2 | -1 | 1.6 | 0.5 | -4 | -2 | 18
COC(=O)c1c(NC(=O)CSc2nnc3ccccn23)sc2c1CCC2
→ -8 | 0.1 | 1 | -0.9 | · | 4 | -4 | -36
O=C(C[C@H]1CC[C@@H]2[C@H](COC[C@H](O)CN2C(=O)c2ccccc2F)O1)N1CCCCC1
→ -7 | 0.0 | 8 | -2.6 | 0.1 | 29 | 2 | 8
COc1ccc(S(=O)(=O)N(C)C[C@H]2Oc3ccc(NC(=O)C4CC4)cc3C(=O)N([C@@H](C)CO)C[C@@H]2C)cc1
→ -17 | 0.0 | -7 | 0.5 | 0.1 | 15 | ? | 24
Nc1ncnc(Oc2ccccc2F)c1[N+](=O)[O-]
→ -4 | 0.0 | 3 | -3.1 | · | 8 | -1 | -2
N#Cc1c(-c2ccc(F)cc2)c2c([nH]c1=O)-c1ccccc1OC2
→ 10 | 0.0 | 0 | -1.1 | · | · | 1 | -2
O=C(CC1SC(=O)NC1=O)Nc1ccc(Cl)cc1 (stereo not drawn)
→ -33 | 0.0 | 0 | -4.5 | · | -3 | 5 | -13
CC(C)C#Cc1cnc2c(c1)C(=O)N([C@H](C)CO)C[C@H](C)[C@H](CN(C)C(=O)c1cccc(F)c1)O2
→ 1 | 0.0 | 1 | 2.2 | 0.0 | 2 | -6 | 0

Going on with the list:
SMILES	RAD54 inh	Xi reactivation	Casp6 inh	F508del corr	E-selectin induc	GSIS activator	DENV2 CPE	RAD52 anneal inh
O=C(C[C@@H]1CC[C@H](NC(=O)Cc2cccnc2)[C@@H](CO)O1)Nc1ccc(-c2ccccc2)cc1	-7	0.1	0	2.1	-0.1	0	?	9
CCn1cc(S(=O)(=O)c2ccc(Cl)cc2)c(=O)c2cc(OC)ccc21	-6	0.0	1	-1.4	·	-6	1	-23
CN(CCNC(=O)C1CCC(=O)N(Cc2ccc(Cl)cc2)C1)CCc1ccccc1 (stereo not drawn)	1	0.1	-13	1.9	0.0	-10	-6	-15
CSc1ccc(C(O)c2ncc(-c3cccc(OCc4ccccc4)c3)[nH]2)cc1 (stereo not drawn)	-7	0.1	-2	-2.8	0.0	-40	?	-76
CC(C)C(=O)Nc1cccc(COc2ccc(CN(CCc3ccccc3)C(=O)OC(C)(C)C)cc2)c1	-2	0.0	-2	0.7	-0.1	8	1	4
C/C=C/c1ccc2c(c1)O[C@@H](CN(C)C(=O)CC1CC1)[C@H](C)CN([C@@H](C)CO)S2(=O)=O	4	-0.2	2	2.1	-0.9	-6	-4	0
COc1ccc(S(=O)(=O)N(C)C[C@@H]2Oc3ccc(NC(=O)Cc4ccccc4)cc3C(=O)N([C@@H](C)CO)C[C@H]2C)cc1	-13	-0.5	5	-2.9	-0.1	-11	2	-15
C[C@@H]1CCCCO[C@H](CN(C)Cc2ccc(C(=O)O)cc2)[C@@H](C)CN([C@H](C)CO)C(=O)c2cc(NS(=O)(=O)c3ccc(F)cc3)ccc2O1	-2	-0.3	2	0.6	-0.2	-2	-10	0
Cc1cccc(CN2CCCC(C(=O)Nc3ccccc3Oc3cccnc3)C2)c1 (stereo not drawn)	4	0.3	-3	-2.4	-0.4	19	-6	-3
C[C@@H]1CN([C@H](C)CO)C(=O)c2cccc(NC(=O)Nc3ccc(F)cc3)c2O[C@H]1CN(C)C(=O)Nc1ccccc1	0	-1.1	-1	-0.6	0.2	2	13	-11
O=C(Nc1ccc(C(=O)NC2CCCCC2)cc1)c1cccnc1	0	0.0	-4	-1.6	3.2	25	3	-5
CC1CN(c2nc(Nc3ccccc3F)nc(N)c2[N+](=O)[O-])CC(C)O1 (stereo not drawn)	9	0.0	-3	-0.6	·	-33	2	3
Cc1ccc(N2N=C(c3ccc(F)cc3)CC2c2ccco2)cc1 (stereo not drawn)	·	0.0	1	0.6	·	-39	5	-12
Cc1noc(C)c1NC(=O)Nc1ccc2c(c1)C(=O)N([C@H](C)CO)C[C@@H](C)[C@@H](CN(C)C(=O)Nc1ccc(F)cc1)O2	4	0.0	1	1.9	-0.2	14	-2	1
COC(=O)c1ccc(NC(=O)CN2CCN(CC#N)CC2)cc1	-6	0.1	1	3.8	0.2	·	-1	9
C[C@@H]1CN([C@H](C)CO)C(=O)Cc2cc(NC(=O)Nc3ccc4c(c3)OCO4)ccc2O[C@@H]1CN(C)Cc1ccccc1	-3	0.0	0	1.6	0.2	-17	-1	-12
COCc1cc(=O)n2[nH]c(N)nc2n1	-15	-0.2	2	-6.9	-0.1	7	-3	-19
C/C=C/c1cnc2c(c1)C(=O)N([C@H](C)CO)C[C@@H](C)[C@H](CN(C)C(=O)Cc1ccccn1)O2	13	-0.2	0	3.9	-0.2	3	-1	-9
CSCCC(NC(=O)c1ccc(Cl)cc1)C(=O)OCC(C)=O (stereo not drawn)	·	0.4	1	-2.0	0.4	-11	?	-1
O=C(NC1CCCCC1)N[C@H]1CC[C@H](CCNS(=O)(=O)c2ccccc2)O[C@H]1CO	0	-0.4	-8	0.4	-0.3	6	2	15
CC(C)C(Sc1nc(-c2ccccc2)cc(-c2ccccc2)c1C#N)C(=O)O (stereo not drawn)	·	0.0	24	·	·	-8	6	-5
O=C(Nc1nnc(C(F)(F)F)s1)c1ccc(Br)s1	-6	0.0	-1	-3.5	0.1	-59	-5	3
O=C(C1CCC1)N1CCCCN2[C@H](CO)[C@H](c3ccc(-c4ccncc4)cc3)[C@@H]2C1	-3	0.0	-2	1.9	-0.1	-1	5	-4
O=C(CNC(=O)c1ccc(F)cc1)Nc1ccccc1C(F)(F)F	·	0.0	-3	1.8	-1.6	9	5	-4
COc1ccccc1NC(=O)COC(=O)c1cnc(C)cn1	-3	0.0	2	-2.9	·	-1	12	-22
Cn1nc(C(C)(C)C)cc1NC(=O)C1(C)CCN1C(=O)c1ccccc1CCc1ccccc1 (stereo not drawn)	-1	0.1	5	-1.3	-3.8	-7	3	-11
C=CCOc1c(CCC)cc(CCC)cc1C(N)=O	-10	0.0	2	1.5	·	9	5	-11
Cc1cc(C)c(NC(=O)COC(=O)c2cc([N+](=O)[O-])ccc2N2CCOCC2)c(C)c1	0	-0.1	-2	-1.2	-0.1	·	-2	-25
